Compound activity (PubChem)
proCasp7 act: counter-screen for procaspase-3 activators: activators of human procaspase-7. P55210. AID 463210. recombinant procaspase-7, Ac-DEVD-pNA absorbance 405 nm; D23A/D198A/D206A triple mutant, cannot self-cleave; scale: DMSO 0, 5 µM enzyme 100. 330,000 compounds, 0.093% hits. activation, % at 8.5 µM;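 active means percent activation above the screen-wide mean plus 3 SD, cut at about 25% in these data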
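Assay system: Uncleavable procaspase-7 mutant enzyme / Input: 2 µM procaspase-7 mutant as dispensed / Dosing: single nominal 8.5 µM compound dose, 0.8% DMSO final / Timing: 1 h enzyme–compound preincubation and 2 h substrate reaction, both 25 °C / Detection: p-Nitroaniline absorbance at 405 nm, read at 0 and 120 min / Replication: singlicate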
PP1 counter: PP1-alpha (human) inhibition in PP5 counter-screen. inhibition, % at 6.7 µM. AID 2235. purified PP1alpha, OMFP fluorescence. 320,000 compounds, 0.9% hits. P62136;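 active means inhibition above the mean inhibition of all tested compounds plus 3 SD, computed separately for each screening campaign, cut at about 15% in these data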
Target sequence (P62136 whole entry, looked up): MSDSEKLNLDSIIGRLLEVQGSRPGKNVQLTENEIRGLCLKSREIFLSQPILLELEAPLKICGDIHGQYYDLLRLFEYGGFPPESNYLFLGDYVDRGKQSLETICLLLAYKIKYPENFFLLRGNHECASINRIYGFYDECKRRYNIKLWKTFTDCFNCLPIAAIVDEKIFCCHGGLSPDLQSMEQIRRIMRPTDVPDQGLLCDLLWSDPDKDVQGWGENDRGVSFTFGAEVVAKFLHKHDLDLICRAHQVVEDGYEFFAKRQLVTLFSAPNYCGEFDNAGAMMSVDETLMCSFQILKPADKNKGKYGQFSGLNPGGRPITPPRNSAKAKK
VLA-4 inh: inhibition in a human VLA-4 binding assay; P13612; inhibition, % (about 7 µM as worked out from the volumes in the protocol); VLA-4 expressing cells, ligand binding flow cytometry; 330,000 compounds, 0.2% hits; in the data active means inhibition above about 50%
procasp3 activ: procaspase-3 (human) activation. P42574. recombinant procaspase-3 D3A, Ac-DEVD-pNA absorbance 405 nm. activation, % at 8.5 µM. 330,000 compounds, 0.11% hits;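 active means activation above the mean of all tested compounds plus 3 SD, cut at about 21% in these data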;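 further: 0% = DMSO alone and 100% = DMSO wells spiked with extra 5 µM PC-3 D3A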
Target sequence (P42574 whole entry D9A/D28A/D175A): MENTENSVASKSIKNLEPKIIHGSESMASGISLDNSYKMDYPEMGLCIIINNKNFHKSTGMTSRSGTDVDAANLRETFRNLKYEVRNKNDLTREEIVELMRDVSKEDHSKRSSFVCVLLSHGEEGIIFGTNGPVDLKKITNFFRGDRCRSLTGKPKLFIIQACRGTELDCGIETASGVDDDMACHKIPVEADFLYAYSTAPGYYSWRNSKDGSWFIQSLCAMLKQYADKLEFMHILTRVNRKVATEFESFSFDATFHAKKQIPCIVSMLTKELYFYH
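System: Procaspase-3 D3A mutant. Medium: Zinc-free 300 mM NaCl, 50 mM HEPES, 0.01% Triton X-100. Schedule: 1 h preincubation plus 2 h reaction at 25 °C. Measured by: 405 nm absorbance of p-nitroaniline, reads at 0 and 120 min. Read-out: percent activation relative to control range.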
GASC-1 inh: inhibitors of human GASC-1 (JMJD2C) demethylase; Q9H3R0; GST-JMJD2C(1-420) H3K9me3 demethylation, DELFIA europium; inhibition, % at 2.35 µM; 330,000 compounds, 0.069% hits; AID 2099;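 active means more than half of a compound's replicate wells show inhibition beyond 50%, single wells judged on their own value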;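 further: signal counts dimethyl H3K9 product captured on neutravidin plate; 0% = median of DMSO wells and 100% = 0.3 times that DMSO median; strong numbers were not always called active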
Target sequence (Q9H3R0 1-420 limits assumed): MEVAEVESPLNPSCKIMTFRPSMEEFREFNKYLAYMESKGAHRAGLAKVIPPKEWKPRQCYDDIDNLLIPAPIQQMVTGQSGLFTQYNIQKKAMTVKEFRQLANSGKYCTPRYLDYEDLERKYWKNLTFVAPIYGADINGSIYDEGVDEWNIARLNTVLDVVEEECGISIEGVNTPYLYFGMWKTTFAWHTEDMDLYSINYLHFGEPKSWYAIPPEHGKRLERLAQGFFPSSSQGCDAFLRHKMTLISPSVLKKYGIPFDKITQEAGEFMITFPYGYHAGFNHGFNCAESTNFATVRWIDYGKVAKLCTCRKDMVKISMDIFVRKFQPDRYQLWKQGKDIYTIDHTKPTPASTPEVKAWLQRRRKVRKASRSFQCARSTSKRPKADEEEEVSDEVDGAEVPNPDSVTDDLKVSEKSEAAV
CTSL1 counter: counter-screen for PFM18AAP inhibitors: inhibitors of F. hepatica cathepsin L1 | recombinant F. hepatica cathepsin L1, Z-Leu-Arg-MCA fluorescence | inhibition, % at 5.96 µM | 300,000 compounds, 0.49% hits;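 active means inhibition above the mean of all tested compounds plus 3 SD, set per screening campaign, cut at about 17% in these data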;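 further: 0% = plate median of test compound wells and 100% = 1 µM Z-Phe-Ala-diazomethylketone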
GRK2 inh: inhibitors of human GRK2 displacing RNA aptamer | P25098 | bead flow cytometry, FAM-aptamer displacement from GRK2 | inhibition of aptamer binding, % at 10 µM | 330,000 compounds, 0.59% hits | AID 488847;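 active means inhibition of aptamer binding above 40%, roughly 3 SD of noise, on plates passing a quality check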;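 further: median bead fluorescence of bound FAM aptamer so fluorescent compounds give negative values; no value below 0 was filed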
HCV core dimer: HCV core protein dimerization inhibition | TR-FRET GST/Flag-core106 dimerization, 1536-well | 300,000 compounds, 0.33% hits | AID 1899 | inhibition, % at 5 µM;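 active means inhibition above the mean of all tested compounds plus 3 SD, set per screening campaign, cut at about 45% in these data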
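Assay system – GST-tagged and Flag-tagged HCV core protein residues 1-106 · Quantity – core106 proteins, GST 13.5 nM and Flag 17 nM · Benchmarks – unlabelled core106 and no-GST-core106 wells · Read-out basis – percent inhibition of core106 dimerization signal · Detection – time-resolved FRET, ex 340 nm, em 617 and 671 nm · Schedule – 4 h at 22.5 °C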
PP5 primary: inhibitors of human protein phosphatase 5 (PP5); purified PP5c, OMFP substrate fluorescence; P53041; 320,000 compounds, 0.18% hits; inhibition, % at 6.7 µM;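 active means inhibition above the campaign's mean inhibition across all tested compounds plus 3 SD, cut at about 9.5% in these data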;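 further: 0% = DMSO only and 100% = 100 µM cantharidin control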
* = called active by the depositor; / = no result given. Not a hit list. About 2.6% of those tested had a hit in this group.

SMILES	proCasp7 act	PP1 counter	VLA-4 inh	procasp3 activ	GASC-1 inh	CTSL1 counter	GRK2 inh	HCV core dimer	PP5 primary
Cc1ccc(C(=O)N/C(=C\c2sccc2C)C(=O)NCCCN2CCOCC2)cc1	5	-1	10	5	-10	-4	3	6	1.6
CCCCC(=O)NC(c1ccc(N(CC)CC)cc1)c1ccc2cccnc2c1O (configuration not stated)	8	35*	-3	9	-47	-3	1	-1	4.1
CC(CCn1cccn1)NC(=O)CCc1nnc(C2CCCCC2)o1 (configuration not stated)	-4	0	5	2	-3	-2	0	-1	1.4
CCOC(=O)C1=C(COC(=O)Cc2ccc(Cl)cc2)NC(=O)NC1C (configuration not stated)	2	-3	-9	0	8	/	0	/	1.2
CCOC(=O)c1cnc(SCC(=O)NCc2ccco2)nc1N	8	-4	-6	2	9	-2	3	0	-1.4
O=C(Cn1ncn2c(cc3ccccc32)c1=O)NCCCc1ccccc1	6	4	-8	-2	2	0	0	-9	-1.8
CCNC(=O)CN(c1ccc(F)cc1)S(=O)(=O)c1ccc2c(c1)OCCO2	-4	-10	46	-4	/	1	0	-7	2.7
C=CCOc1ccc(/C=C/C(=O)OCC(=O)NCC2CCCCC2)cc1	-6	-5	-2	2	3	0	2	1	0.3
N#CNC(=Nc1ccccc1F)SCc1ccc(C(=O)O)cc1	0	-3	-1	0	0	-1	0	0	0.7
Cc1ccc(Cn2c(C3CCCN3c3nc(-c4ccc(F)cc4)cs3)nc3cc(C(=O)NCCCO)ccc32)cc1 (configuration not stated)	-7	5	-13	-11	-13	5	1	-3	2.0
CNC(=S)N1CCN(c2ccc([N+](=O)[O-])cc2)CC1	-9	0	-4	5	-2	2	2	3	0.7
CCOC(=O)C1CCN(CC(=O)Nc2c(C(=O)OC)[nH]c3cccc(Cl)c23)CC1	8	-1	5	-5	-1	0	0	0	1.5
O=C(Nc1cccc(C(=O)O)c1)/C(=C\c1ccc2c(c1)OCO2)NC(=O)c1ccccc1Cl	-5	8	2	4	-9	-12	1	-13	0.0
CCOC(=O)CN(c1cccc(C(C)=O)c1)S(C)(=O)=O	2	-3	11	-7	0	0	0	-4	0.0
NS(=O)(=O)c1ccc(CNC(=O)NC23CC4CC(CC(C4)C2)C3)cc1	0	0	5	9	-2	-3	2	-5	-1.4
Nc1ccc2nc(CCCO)[nH]c2c1	2	-1	-1	-1	-6	1	2	-7	3.8
O=C1CC(N2CCN(c3ccccc3)CC2)C(=O)N1c1ccc2c(c1)OCO2 (configuration not stated)	-13	11	1	-8	-2	3	5	-3	-1.1
O=C(Cn1c(CN2CCCCC2)nc2ccccc2c1=O)Nc1ccccc1	6	-6	-6	-1	3	-5	2	-3	1.7
O=C1COc2ccc(S(=O)(=O)NCCc3ccc(Cl)cc3)cc2N1	2	-2	4	-3	-10	-1	1	-7	3.2
CCOc1ccc(Br)cc1CSC(=N)N	-11	3	20	-9	-4	1	0	-3	2.4
COc1ccc(/C=N\N2CCN(Cc3ccccc3Cl)CC2)cc1	-1	-4	-104	10	-11	0	2	-2	-1.3
Nn1c(SCC(=O)Nc2nccs2)nnc1C1CC1	3	-4	9	0	4	1	1	-4	-1.2
CCCCCC1CCC(C(=O)N2CCOCC2)CC1 (configuration not stated)	6	-1	-4	3	9	1	0	6	-1.6
O=C1c2ccccc2NC(c2cn[nH]c2-c2ccc(Cl)cc2)N1O (configuration not stated)	3	6	0	5	1	2	1	-10	4.4
O=C(Cn1cnc2c(nnn2Cc2ccc(F)cc2)c1=O)NCc1ccco1	-5	2	-4	2	9	2	1	7	2.3
CCN(CC(=O)Nc1c(F)cccc1F)C(=O)Cn1c(=O)cnc2ccccc21	7	-5	11	10	/	/	0	/	-4.4
O=C(NCCc1ccccc1)c1ccco1	-1	-1	-5	4	-3	-2	4	-2	2.0
COc1ccc(S(=O)(=O)NC2(C(F)(F)F)N=C3SCCN3C2=O)cc1 (configuration not stated)	4	1	14	5	4	-4	3	0	-0.4
CCOC(=O)C1CCCN(C(c2ccccn2)c2c(C)[nH]c3ccccc23)C1 (configuration not stated)	9	-3	27	4	13	3	0	4	0.3
COc1ccc(OC)c(NC(=O)COC(=O)COc2ccc(Nc3ccccc3)cc2)c1	-4	/	0	-4	-1	/	0	/	/

Record cards, from the list above:
Profile of O=C1c2ccccc2NC(c2cn[nH]c2-c2ccc(Cl)cc2)N1O (configuration not stated) = proCasp7 act: 3; PP1 counter: 6; VLA-4 inh: 0; procasp3 activ: 5; GASC-1 inh: 1; CTSL1 counter: 2; GRK2 inh: 1; HCV core dimer: -10; PP5 primary: 4.4
Profile of O=C(NCCc1ccccc1)c1ccco1 = proCasp7 act: -1; PP1 counter: -1; VLA-4 inh: -5; procasp3 activ: 4; GASC-1 inh: -3; CTSL1 counter: -2; GRK2 inh: 4; HCV core dimer: -2; PP5 primary: 2.0

Additional entries
SMILES	proCasp7 act	PP1 counter	VLA-4 inh	procasp3 activ	GASC-1 inh	CTSL1 counter	GRK2 inh	HCV core dimer	PP5 primary
O=C(COC(=O)c1cc(S(=O)(=O)NCc2ccccc2)ccc1O)c1cc2ccccc2o1	-3	12	3	3	8	3	1	16	-0.5
CC(NC(=O)Cc1ccc(Br)cc1)c1ccccc1 (configuration not stated)	4	-3	6	12	26	3	1	3	1.3
O=C(/C=C/c1cccc([N+](=O)[O-])c1)Nc1cccc(NC(=O)c2cccs2)c1	0	2	0	3	-1	4	1	4	5.2
O=C1CCCN1CC(O)CS(=O)(=O)Cc1ccc(Cl)cc1Cl (configuration not stated)	5	0	10	-1	6	-2	1	-9	1.4
CCN(CC)CC(=O)Nc1sc2c(c1C(=O)c1ccccc1OC)CCC2	-5	0	0	0	0	-1	4	7	0.0
O=C(Nc1nccs1)C1CCN(S(=O)(=O)c2ccc3c(c2)OCCCO3)CC1	4	-3	4	-1	1	-1	0	1	2.6
Cc1ccc(S(=O)(=O)NC(=O)C2CCCCC2)cc1	1	-1	1	-2	-3	/	0	/	-0.2
Cc1ccc2nc(-c3ccc(NC(=O)CSc4ccccc4)cc3)[nH]c2c1	-7	2	6	-2	38	0	0	-3	0.2
Cc1ccccc1NC(=O)CSc1nc2scc(C)c2c(=O)[nH]1	-11	-9	7	14	-11	0	0	6	-0.3
CC(=O)Nc1ccc(S(=O)(=O)Nc2ccc(C(=O)NCC(=O)O)cc2)cc1	-2	-1	-2	0	0	1	1	-4	1.7
Cc1ccc(C(=O)N/N=C\c2ccc(-c3ccc([N+](=O)[O-])cc3)o2)cn1	-9	-3	-27	-10	1	3	1	1	-1.2
Cc1ccc(Cl)cc1Nc1nc(-c2cccnc2)cs1	5	5	15	-4	5	2	0	1	2.7
O=C(CCN1CCCC1=O)NC1CCCc2c1cnn2-c1ccc(F)cc1F (configuration not stated)	-3	-2	-1	0	-4	2	1	-11	-1.5
CCN(CC)S(=O)(=O)c1ccc(N2CCOCC2)c(NC(=O)c2ccc(OC)c([N+](=O)[O-])c2)c1	-3	-3	-1	-2	3	3	3	5	0.4
CCCN1C(=O)C2(C(C(=O)c3ccc(C)o3)=C(O)C(=O)N2CCCN2CCOCC2)c2ccccc21 (configuration not stated)	-8	-2	5	0	23	-3	3	2	3.4
CCOC(=O)N1CCN(S(=O)(=O)c2cc(Cl)ccc2Cl)CC1	16	0	20	1	0	-2	2	7	-0.2
CC(C)c1ccccc1NC(=S)NC(=O)C1CCCCC1	-12	/	12	-3	-8	/	0	/	/
Cc1cc(C(=O)NC(=S)Nc2cccc(C(=O)O)c2C)ccc1[N+](=O)[O-]	0	3	15	2	-10	1	1	-4	-2.3
Cc1cccc(CNC(=O)C2CCC(=O)N(C3CC3)C2)c1 (configuration not stated)	3	-3	-5	9	0	-1	0	3	0.0
NS(=O)(=O)c1cc(C(=O)N2CCNC(=O)C2)ccc1Cl	6	-7	-11	4	-21	1	0	-1	-1.8
COc1ccccc1CNC(=O)c1cc(-c2ccccc2)n(Cc2cc(C)no2)n1	-3	-1	8	-1	/	-4	6	-23	0.7
CSc1nc(Oc2ccc3ccccc3c2)c2ccccc2n1	-33	5	13	-5	6	0	1	1	2.2
Cc1occc1C(=O)Nc1ccc(Br)cc1F	8	0	-3	-4	-5	-1	5	14	-0.7
CN(C)/C=N/c1ncc(C(=O)OC(C)(C)C)s1	8	1	5	7	4	1	0	-1	0.4
COc1ccc(Oc2cnc3ccccc3n2)cc1	-6	-1	0	-2	10	2	5	-1	4.0
Cc1cccc(N/C(=N/S(=O)(=O)c2ccccc2)c2ccccc2)n1	12	1	9	-5	0	2	2	6	3.6
CC(C1CC1)N(C(=O)NC1CCS(=O)(=O)C1)c1ccccc1 (configuration not stated)	2	-2	11	3	-2	-6	0	1	-1.6
Cc1cc(Cl)ccc1C(=O)C1CCCN(C(=O)c2nonc2C)C1 (configuration not stated)	5	6	0	3	-8	-1	6	0	0.7
COc1ccccc1NC(=O)Nc1nnc(-c2ccco2)s1	13	3	23	-1	3	1	3	-3	2.3
CCOC(=O)c1cc(CC)sc1NC(=O)CC1Sc2ccc(C(F)(F)F)cc2NC1=O (configuration not stated)	-1	4	10	1	7	0	1	1	4.5
COc1ccc(-c2nn(-c3ccccc3F)cc2CNCCn2nc(C)cc2C)cc1	-2	0	-2	0	14	5	0	-12	3.3
COC(=O)Nc1cc(C(F)(F)F)ccc1N1CCN(c2ccccc2)CC1	-6	-2	4	-4	14	4	2	-1	0.3
CC(C)(C)[C@H]1C=C(C(=O)N2CCOCC2)O[C@@H](OCCCCO)C1	6	0	/	6	-2	-2	/	3	2.3
O=S(=O)(c1ccccc1F)N1CCN(c2nc3ccccc3s2)CC1	-13	-4	19	-11	-14	-5	0	8	-1.0
Cc1ccc(NC(=O)/C=C/c2ccc(Cl)cc2)nc1	18	0	-5	0	10	4	4	7	-0.7
O=C1CCCC2(O)C1C(c1cccc(Br)c1)NC(=O)N2Cc1ccccc1 (configuration not stated)	0	-7	-3	-18	-7	2	0	-12	1.7
CCOC(=O)C(CCC(C)=O)C(=O)c1ccccc1 (configuration not stated)	-6	0	-5	7	95	-4	2	-1	1.4
C=CCn1c(SCC(=O)Nc2ccc(C(=O)O)cc2)nc2scc(-c3ccccc3)c2c1=O	-7	/	0	2	16	/	4	/	/
CCC(=O)Nc1cccc(NC(=S)NC(=O)c2ccc(Cl)cc2)c1	1	4	-5	6	-2	-1	0	0	0.8
O=C(CN1C2=NCCN2c2ccccc21)c1cccs1	5	-3	10	1	-11	3	4	6	-0.7

Part of the list above, reformatted:
Every second line gives: proCasp7 act	PP1 counter	VLA-4 inh	procasp3 activ	GASC-1 inh	CTSL1 counter	GRK2 inh	HCV core dimer	PP5 primary
Cc1ccc(Cn2c(C3CCCN3c3nc(-c4ccc(F)cc4)cs3)nc3cc(C(=O)NCCCO)ccc32)cc1 (configuration not stated)
→ -7	5	-13	-11	-13	5	1	-3	2.0
COc1ccccc1CNC(=O)c1cc(-c2ccccc2)n(Cc2cc(C)no2)n1
→ -3	-1	8	-1	/	-4	6	-23	0.7
